# Compound activity as filed in PubChem BioAssay.
# STEP block: STEP (human) phosphatase inhibition; recombinant STEP, OMFP fluorogenic substrate, fluorescence; hit rate 0.25% among 360,000; inhibition, % at 20 µM; P54829; AID 588621;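 active = inhibition at 20 µM, scaled per plate between control wells, above about 37%, limit read from the data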;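 also: 0% = DMSO with enzyme and substrate and 100% = substrate only without enzyme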
#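 System: isolated STEP enzyme; schedule: 20 min enzyme reaction at room temperature, protected from light; medium: Bis-Tris buffer pH 6.0, 2.5 mM DTT, 0.005% Tween 20; signal: fluorescence, 480/540 nm; dosing: single compound dose of 20 µM, 1% DMSO final; also added: OMFP substrate, 25 µM final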
# Rpn11 inh: inhibitors of human proteasome Rpn11 | O00487 | human 26S proteasome, Ub4-pepOG fluorescence polarization; 20S core pre-blocked with epoxomicin | calls only at 20 µM | hit rate 0.59% among 360,000 | AID 588493;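 active = inhibition at 20 µM, scaled to each plate's controls, above about 33%, limit read from the data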
# Target sequence (O00487 whole entry, looked up): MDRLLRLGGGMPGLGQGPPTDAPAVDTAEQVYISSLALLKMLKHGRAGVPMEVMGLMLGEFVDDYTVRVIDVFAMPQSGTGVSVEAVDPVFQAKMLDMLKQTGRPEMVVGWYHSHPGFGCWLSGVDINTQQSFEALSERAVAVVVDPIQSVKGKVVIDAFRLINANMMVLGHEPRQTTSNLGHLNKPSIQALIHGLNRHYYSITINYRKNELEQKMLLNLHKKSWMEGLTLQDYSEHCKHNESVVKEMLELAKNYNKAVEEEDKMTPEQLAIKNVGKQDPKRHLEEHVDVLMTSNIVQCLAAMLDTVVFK
# LMPTP block: LMPTP (human) inhibition. P24666. recombinant LMPTP-A, OMFP fluorogenic substrate, fluorescence intensity. inhibition, % at 20 µM. hit rate 0.22% among 360,000. AID 651560;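 active = compounds that cut the enzyme signal by at least half of the control window in the single-dose screen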;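 also: plate controls were DMSO wells with enzyme plus substrate for no effect and substrate without enzyme for full effect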
# Target sequence (P24666 whole entry, looked up): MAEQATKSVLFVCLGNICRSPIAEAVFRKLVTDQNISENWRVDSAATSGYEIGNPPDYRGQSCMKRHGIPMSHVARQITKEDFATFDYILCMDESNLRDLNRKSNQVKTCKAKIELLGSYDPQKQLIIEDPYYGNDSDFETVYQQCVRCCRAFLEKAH
#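 Material: LMPTP-A; amount: 0.625 nM enzyme; doses: single 20 µM dose; times: reaction 50 min, room temperature, dark; technique: fluorescence intensity of OMFP turnover product; benchmarks: no-enzyme and uninhibited controls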
# CSN inh: blocks human CSN-mediated cullin deneddylation. Q92905. Purified CSN, SCF-Nedd8-OG deneddylation, fluorescence polarization. inhibition, % at 12.5 µM. hit rate 0.38% among 360,000. AID 651999;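 active = pattern-corrected inhibition above about 35%, with an unprinted fluorescence ratio check between 0.5 and 1.5, limit read from the data, passing the limit was not always enough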;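 also: 0% = enzyme with substrate and 100% = substrate without enzyme; some results filed as inactive read as strong as hits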
# Target sequence (Q92905 whole entry, looked up, one chain of several): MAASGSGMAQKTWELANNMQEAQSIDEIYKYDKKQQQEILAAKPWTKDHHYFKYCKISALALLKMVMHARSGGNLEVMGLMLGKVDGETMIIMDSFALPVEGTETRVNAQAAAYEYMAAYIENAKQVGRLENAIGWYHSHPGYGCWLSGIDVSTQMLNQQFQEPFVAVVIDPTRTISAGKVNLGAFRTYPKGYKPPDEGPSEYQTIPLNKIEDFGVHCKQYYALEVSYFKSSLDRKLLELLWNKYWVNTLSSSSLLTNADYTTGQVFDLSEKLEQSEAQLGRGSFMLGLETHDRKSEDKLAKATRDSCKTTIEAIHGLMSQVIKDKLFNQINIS
#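 Assay system: purified human Csn5 enzyme expressed in HEK293T cells; Input: 0.24 nM Csn5 enzyme, final concentration; Reagent: 10 nM SCFSkp2-Nedd8OG; Compound dosing: 12.5 µM single point; Times: reaction 90 min, room temperature; Technique: fluorescence polarization readout.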
# SUMO1 PPI mod: SUMO1-SIM interaction modulation; P63165; SUMO1 binding to a labelled peptide, TR-FRET, 1 h; inhibition, % at 20 µM; hit rate 0.33% among 360,000; in the data active = inhibition above about 37%
# Target sequence (P63165 whole entry, looked up): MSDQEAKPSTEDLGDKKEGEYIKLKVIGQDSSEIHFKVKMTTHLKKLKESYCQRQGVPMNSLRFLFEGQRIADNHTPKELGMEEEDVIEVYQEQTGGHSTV
# Scp1 inh: inhibitors of human Scp-1 phosphatase. Q9GZU7. Recombinant Scp1, phosphopeptide, malachite green phosphate absorbance. inhibition, % at 20 µM. hit rate 0.88% among 340,000. AID 493091;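 active = inhibition above about 50% at 20 µM, limit read from the data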;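 also: plate controls were DMSO wells with enzyme for no effect and wells lacking enzyme for full effect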
#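 Material – SCP-1 phosphatase catalytic domain, residues 76-261 · Buffer or medium – Acidic Tris acetate buffer with magnesium and detergent · Also added – Phospho 17-mer peptide substrate · Compound – single 20 µM dose, 1% DMSO · Times – 45 min room-temperature reaction, 5 min colour, 30 min stabiliser · Technique – Phosphate-binding colour reagent, absorbance read at 630 nm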
# Rin1 Abl inh: blocks binding of human Rin1 to Abl. TR-FRET Rin1/Abl binding, biochemical. inhibition, % at 7.35 µM. hit rate 0.4% among 360,000. AID 588664; in the data active = inhibition above about 5%, passing the limit was not always enough
# DNMT1 block: DNMT1 (human) enzyme inhibition. P26358. DNMT1 molecular beacon, Hinp1I cleavage, fluorescence. inhibition (reported as % activation of signal), % at 10 µM. hit rate 0.83% among 360,000. AID 588458; in the data active = inhibition above about 50%
# Neddylation inh: blocks human cullin neddylation. TR-FRET cullin neddylation, biochemical. calls only at 25 µM. hit rate 0.58% among 360,000; in the data active = inhibition above about 36%
# NadD block: NadD (S. aureus) enzyme inhibition | purified NadD enzyme, colorimetric absorbance read-out | hit rate 0.78% among 360,000 | inhibition, % at 20 µM; in the data active = inhibition above about 26%; also: some compounds past the cut are filed as inactive
# An asterisk follows results filed as active; i = inactive; · = not tested or not shown; + = active, no number.
SMILES,STEP block,Rpn11 inh,LMPTP block,CSN inh,SUMO1 PPI mod,Scp1 inh,Rin1 Abl inh,DNMT1 block,Neddylation inh,NadD block
O=c1c(Cl)c(NS(=O)(=O)c2ccccc2)cnn1-c1ccccc1,0.5,i,-3.5,-1.9,-1.6,-5.8,-3.6,-0.7,i,-5.8
O=C1C2C(c3ccccc3)=NN(c3ccccc3)C2C(=O)N1c1ccccc1 (stereo not given),-1.3,i,-0.4,-9.9,-2.5,-5.3,-0.1,-0.2,·,-0.2
O=C(c1ccc(Cl)s1)N1CCCC1,-1.5,i,0.8,3.4,-2.0,5.1,-2.9,-8.9,i,-2.9
COc1ccc(-c2ccc3c(c2)c(Sc2ccccc2)c(-c2cc(OC)cc(OC)c2)n3C)cc1,·,·,0.5,2.0,-33.0,·,·,·,i,12.6
C=CCc1cc(Cl)ccc1OCCNCCOC,-0.6,i,-2.0,-7.3,0.3,-0.8,-0.1,2.3,i,-0.9
O=C(Nc1cccc(Cl)c1)c1cnc[nH]1,-2.9,i,-1.0,2.7,6.5,-6.5,-2.4,-1.5,i,0.8
O=C(C1CCC(=O)N1Cc1ccccc1Cl)N1CCN(c2ccc(F)cc2)CC1 (stereo not given),5.1,i,1.2,-2.4,2.3,-4.2,1.4,-1.4,i,-6.3
O=C(c1cnccn1)N(Cc1ccco1)C1(C(=O)NC2CCCC2)CCCCC1,2.3,i,-1.1,-2.5,-4.1,-3.4,-1.8,0.7,i,-3.9
COc1ccc2ccccc2c1/C=N\NC(=O)c1ccc(C)s1,0.5,i,5.3,4.9,4.3,-12.7,-1.0,-1.4,i,4.9
CCCCn1c(N)c(N(CCOC)C(=O)CSCc2ccccc2C)c(=O)[nH]c1=O,1.8,i,-1.2,5.1,1.8,-4.7,2.8,-0.7,i,-3.6
Cc1c(C(=O)NCc2ccc(Cl)c(Cl)c2)sc(=O)n1Cc1ccc(C(=O)N(C)C)cc1,0.3,i,0.9,-0.8,-0.9,·,3.0,-6.2,i,0.2
COc1cccc(NC(=O)C2CCCN2S(=O)(=O)c2ccc3c(c2)C(C)(C)C(=O)N3C)c1 (stereo not given),0.4,i,-2.0,0.4,3.1,-6.6,1.7,-0.1,i,-1.1
Cc1cc(C)c(C#N)c(SCC(=O)Nc2nnc(-c3ccccc3)s2)n1,-4.3,i,2.0,-0.1,10.2,-2.6,3.0,11.0,i,4.0
CC(C)(C)OC(=O)N1CC(O)CC1C(=O)OCC(=O)c1ccccc1 (stereo not given),-2.3,i,-2.3,-1.2,1.3,-9.1,4.4,0.6,i,-6.6
CCN(CC)CCN1CCN(c2cnc(C)cn2)CC1,-1.9,i,-4.0,-2.0,-7.7,·,-3.9,-4.8,i,-3.7
O=C(COc1cccc(F)c1)Nc1nc(-c2ccccn2)cs1,13.7,i,2.8,6.8,8.5,·,2.5,-0.6,i,3.7
c1ccc(CN(Cc2cccs2)C(c2cccs2)c2nnnn2C2CCCC2)cc1 (stereo not given),-5.9,i,1.1,-1.4,0.3,-15.5,-3.1,-0.7,i,-10.3
O=C(COC(=O)CSc1ccc(F)cc1)NC1CC1,-3.3,i,-0.2,-2.7,-0.4,·,-2.4,0.2,i,3.4
Cc1ccc(Cn2ccc(=O)c(Cc3c(Cl)cccc3Cl)c2C)cc1,-1.6,i,-0.7,-2.6,-1.8,16.8,-0.8,5.4,i,4.7
N#Cc1ccc(S(=O)(=O)N2CCCCC2c2cc(C(=O)Nc3cccc4c3CCCC4)no2)cc1 (stereo not given),-0.1,i,1.2,-3.7,-1.0,·,-3.1,-2.2,i,3.7
CN(C)S(=O)(=O)c1cccc(COC(=O)c2ccc(Cl)cc2O)c1,3.6,i,5.6,0.3,-3.2,-17.3,-2.2,6.4,i,-4.6
CCOC(=O)CSc1nc2sc(C)c(C)c2c(=O)n1N,-2.3,i,0.1,3.7,21.0,4.0,0.5,4.0,i,-2.0
O=C(Nc1ccc(Cl)cc1)N1CCc2[nH]c3ccccc3c2C1,1.4,i,1.8,0.9,-1.8,-1.5,0.9,-21.6,i,-4.9
COC1=CC(=Cc2c(N)n3nc(CC(=O)N4CCOCC4)sc3nc2=O)C=C(OC)C1=O,0.3,·,-0.9,88.2*,-44.3,11.3,-0.6,11.6,i,1.4
COc1ccc(CC(=O)N2CC3(C)CC2CC(C)(C)C3)cc1OC (stereo not given),-2.9,i,-1.6,-3.3,-1.3,-4.2,-0.6,1.8,i,-3.7
O=C(NC1CCCCC1)C(c1ccncc1)N(Cc1ccc(F)cc1)C(=O)c1ccccn1 (stereo not given),1.9,i,-0.6,-1.3,0.6,0.8,0.0,2.7,i,-3.2
Cc1ccc(N2CC(C(=O)Nc3ccc4c(c3)OCCO4)CC2=O)cc1 (stereo not given),-0.2,i,-0.6,-0.8,1.2,-12.2,0.8,-1.1,i,-4.3
COc1ccc(CCNc2oc(COc3ccc(Br)cc3)nc2C#N)cc1OC,-2.0,i,-0.4,1.0,-3.6,-26.8,-0.4,-3.8,i,-10.7
Cc1cccc(NC(=O)COc2ccccc2C)n1,-0.7,i,-0.2,-0.4,-1.7,-1.8,3.3,1.4,i,0.7
O=C(O)CCN1C(=O)c2ccc(Oc3ccc4c(c3)C(=O)N(CCC(=O)O)C4=O)cc2C1=O,0.1,i,-0.9,-2.0,-14.6,-5.2,-1.4,-3.8,i,5.5
CCN1C(=O)/C(=C\c2ccc(F)cc2)N=C1SCC(=O)NCc1ccco1,-3.2,i,0.7,-3.6,0.3,-16.7,1.9,8.1,i,0.5
CCCn1c(=O)c(C(=O)Nc2ccccc2C(=O)OC)c(O)c2ccccc21,-0.5,i,-0.6,-1.0,4.3,-1.6,7.6,-1.8,i,-4.6
O=C(O)CCCNC(=O)/C(=C\c1ccc(Cl)cc1)NC(=O)c1ccc(Br)cc1,1.9,i,0.8,-0.8,-4.3,-2.5,-0.2,-1.4,i,-2.0
CCOc1ccc(N2C(=O)CC(Sc3ccccc3C(=O)O)C2=O)c([N+](=O)[O-])c1 (stereo not given),-2.4,i,0.5,3.4,-8.5,-14.2,1.6,0.9,i,-6.2
CN(C)S(=O)(=O)n1cc(/C=C(\NC(=O)c2ccccc2)C(=O)N2CCOCC2)c2ccccc21,-1.0,i,0.6,-1.6,-1.3,-9.6,4.4,0.0,i,4.6
COc1ccc(C(=O)/C=C(\N)C(F)(F)F)c(O)c1,-3.2,i,-0.2,-1.8,-4.6,0.0,3.7,-2.1,i,-0.2
Nc1ccn(C2OC(COC(=O)C34CC5CC(CC(C5)C3)C4)C(O)C2O)c(=O)n1 (stereo not given),-4.1,i,0.6,-2.6,12.4,-4.7,3.5,4.5,i,-2.0
CC1CCN(C(=O)COC(=O)COc2ccccc2C#N)CC1,-0.7,i,-0.8,3.4,-4.6,-2.2,0.9,0.7,i,0.7
CCCCC/C(=N\NC(=O)CCC(=O)NCc1ccccc1)c1ccccc1,1.1,i,-0.7,5.5,0.6,-9.6,-1.8,-5.4,i,7.7
COc1ccc(CN2C(=O)CCCC2(C)c2nc3ccccc3[nH]2)cc1 (stereo not given),·,·,-0.9,-6.7,7.4,·,·,·,i,1.2
Cc1ccc(C(=O)CCC(=O)OCC(=O)N(CC(C)C)c2c(N)n(Cc3ccccc3)c(=O)[nH]c2=O)cc1,1.1,i,-1.6,-1.3,-1.6,-6.2,3.7,2.7,i,-2.8
C#CCOCCOCCOCCNc1nc(N2CCN(C(=O)CCCCCCCCCCNC(=O)[C@@H](CCC(=O)O)n3cc(CCCCCN)nn3)CC2)nc(N2CCN(C(=O)CCCCCCCCCCNC(=O)[C@H](CO)n3cc(CCCSC)nn3)CC2)n1,4.1,i,0.2,0.2,-6.9,38.9,5.1,-52.9,i,47.6*
CCC(=O)n1nc(-c2ccccc2)nc1N,-0.4,i,-1.0,-5.4,0.1,-6.9,3.6,-0.9,i,2.6
c1ccc(Nc2nc(N3CCCC3)nc(N3CCCC3)n2)cc1,2.7,i,2.9,0.0,2.5,-3.9,-1.9,-5.8,i,1.1
COc1cc2c(cc1NC(=S)NC(=O)c1c(OC)cccc1OC)oc1ccccc12,-4.0,i,2.0,-1.8,-0.6,-12.2,1.0,-7.7,i,19.5
C[n+]1ccccc1N1CCN(c2ccccc2Cl)CC1,1.4,i,0.9,-5.0,-1.6,15.0,-1.4,1.8,i,15.6
CCCCCNC(=O)C(c1ccncc1)n1c(=O)c(-c2ccccc2)nc2ccccc21 (stereo not given),·,·,-0.1,-7.8,-11.2,·,·,·,+,·
O=C(NNC(=O)c1sccc1-n1cccc1)c1ccc(F)cc1,-4.9,i,-0.1,5.5,2.0,-19.1,3.7,0.1,i,6.2
Cc1ccc(C)c(NS(=O)(=O)c2cc(C(=O)Nc3cccc(N(C)S(C)(=O)=O)c3)ccc2C)c1,-2.3,i,0.7,0.7,2.9,-13.2,2.8,-9.9,i,1.2
O=C(C1=C(O)/C(=C/c2ccc(O)cc2)CCC1)C(F)(F)F,0.2,i,3.3,2.0,-7.7,-9.5,1.5,-21.6,i,2.3
CC(C)COC(=O)N1C[C@H](O)C[C@H]1C(=O)Nc1ccc(Cl)cc1,-1.4,i,-1.8,2.7,1.5,0.1,6.6,-5.6,i,-13.7
CCOC(=O)c1c(NC(=O)COC(=O)CCCOc2ccc(OC)cc2)sc(C(=O)N(C)C)c1C,-0.7,i,1.8,0.2,2.9,6.5,-1.7,-1.6,i,4.5
CS(=O)(=O)N1N=C(c2ccco2)CC1c1ccc(Cl)cc1Cl (stereo not given),-3.1,i,-0.9,1.0,-0.3,-3.5,2.1,-4.1,i,-3.6
Cc1ccc(CNC(=O)C(=O)NCC(c2ccco2)N2CCOCC2)cc1 (stereo not given),-1.3,i,-1.7,-0.8,1.1,0.1,-1.1,0.8,i,1.5
CC(=O)c1ccc(NC(=O)CNCc2cccs2)cc1,1.0,i,-0.5,2.5,-3.0,-4.2,-1.8,-2.8,i,4.5
Clc1cc2cccnc2c2ncccc12,0.6,i,1.7,-2.8,0.2,-0.7,-11.6,4.7,i,-3.6

# Arranged by heavy-atom count (rising): part of the list above.
SMILES,STEP block,Rpn11 inh,LMPTP block,CSN inh,SUMO1 PPI mod,Scp1 inh,Rin1 Abl inh,DNMT1 block,Neddylation inh,NadD block
CC(=O)c1ccc(NC(=O)CNCc2cccs2)cc1,1.0,i,-0.5,2.5,-3.0,-4.2,-1.8,-2.8,i,4.5
CS(=O)(=O)N1N=C(c2ccco2)CC1c1ccc(Cl)cc1Cl (stereo not given),-3.1,i,-0.9,1.0,-0.3,-3.5,2.1,-4.1,i,-3.6
CC(C)COC(=O)N1C[C@H](O)C[C@H]1C(=O)Nc1ccc(Cl)cc1,-1.4,i,-1.8,2.7,1.5,0.1,6.6,-5.6,i,-13.7
Cc1ccc(C)c(NS(=O)(=O)c2cc(C(=O)Nc3cccc(N(C)S(C)(=O)=O)c3)ccc2C)c1,-2.3,i,0.7,0.7,2.9,-13.2,2.8,-9.9,i,1.2
